# Compound activity as filed in PubChem.
# CHRM4 PAM = human M4 muscarinic receptor positive allosteric modulators, primary screen, CHO-K1 cells, Fluo-8 calcium fluorescence; CHO-K1 hM4/Gqi5, ACh EC20; 0% = ACh EC20, 100% = maximal ACh; hit rate 0.4% among 360,000; Muscarinic acetylcholine receptor M4 (Homo sapiens), P08173; activation, % at 3 µM;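 active = activation above its plate's cutoff, the mean activation of sample wells plus 3 SD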; also: some results filed as inactive read as strong as hits
# Target sequence (P08173 whole entry, looked up): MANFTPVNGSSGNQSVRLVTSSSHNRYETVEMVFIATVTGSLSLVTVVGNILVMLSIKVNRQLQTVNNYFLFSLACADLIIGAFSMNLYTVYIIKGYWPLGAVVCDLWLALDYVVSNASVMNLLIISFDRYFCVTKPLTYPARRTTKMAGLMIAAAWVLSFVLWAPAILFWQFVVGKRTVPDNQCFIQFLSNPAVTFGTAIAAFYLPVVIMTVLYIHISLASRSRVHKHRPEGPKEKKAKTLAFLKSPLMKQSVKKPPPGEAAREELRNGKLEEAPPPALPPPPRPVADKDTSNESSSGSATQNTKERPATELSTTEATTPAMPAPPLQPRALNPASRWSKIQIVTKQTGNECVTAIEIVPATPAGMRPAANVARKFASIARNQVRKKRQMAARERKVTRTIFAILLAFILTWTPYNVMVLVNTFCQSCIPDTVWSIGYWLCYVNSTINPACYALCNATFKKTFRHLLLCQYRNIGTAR
# IDE cell inh = human IDE inhibitors in live cells, primary screen, fluorescence polarization, HEK cells, FAbetaB substrate; Insulin-degrading enzyme (Homo sapiens), P14735; FAbetaB cleavage; inhibition, % at 5.59 µM; hit rate 0.41% among 320,000; AID 434962, 2010;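 active = percent inhibition above the average of all tested compounds plus 3 SD, set per screening campaign, cut at about 16% in these data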;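 also: IDE supplied by intact live HEK cells; FP after avidin binding of uncleaved biotin substrate so inhibition keeps polarization high; 0% = DMSO wells and 100% = 60 µM reference IDE inhibitor Ii1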
# CRFR2-BP antag = antagonists of CRF-BP/CRF-R2 complex, primary screen, cell-based, HEK293, calcium dye fluorescence, uHTS. CRF-induced calcium fluorescence. inhibition, % at 11.8 µM. hit rate 0.59% among 350,000;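 active = inhibition of the ligand-induced calcium signal above about 50% at the single tested concentration, limit read from the data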
# M4 ag = human M4 muscarinic receptor agonists, primary screen, CHO-K1 cells, Fluo-8 calcium fluorescence; Muscarinic acetylcholine receptor M4 (Homo sapiens), P08173; CHO-K1 hM4/Gqi5; vehicle 0%, full acetylcholine response 100%; activation, % at 3 µM; hit rate 0.14% among 360,000;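 active = activation above the run mean over all test wells plus 3 SD, cut at about 32% in these data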;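 also: peak over basal fluorescence ratio per well then scaled between controls; 0% = DMSO wells and 100% = acetylcholine at EC100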
# M5 antag = human M5 muscarinic receptor antagonists, primary screen, CHO cells, Fluo-8 calcium fluorescence; Muscarinic acetylcholine receptor M5 (Homo sapiens), P08912; inhibition, % at 3 µM; CHO-hM5 cells, ACh EC80; hit rate 0.59% among 360,000;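 active = inhibition above a per-plate cutoff, the mean of that plate's test compounds plus 3 SD, cut at about 27% in these data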;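 also: 0% = acetylcholine EC80 with DMSO and 100% = DMSO without agonist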
# Target sequence (P08912 whole entry, looked up): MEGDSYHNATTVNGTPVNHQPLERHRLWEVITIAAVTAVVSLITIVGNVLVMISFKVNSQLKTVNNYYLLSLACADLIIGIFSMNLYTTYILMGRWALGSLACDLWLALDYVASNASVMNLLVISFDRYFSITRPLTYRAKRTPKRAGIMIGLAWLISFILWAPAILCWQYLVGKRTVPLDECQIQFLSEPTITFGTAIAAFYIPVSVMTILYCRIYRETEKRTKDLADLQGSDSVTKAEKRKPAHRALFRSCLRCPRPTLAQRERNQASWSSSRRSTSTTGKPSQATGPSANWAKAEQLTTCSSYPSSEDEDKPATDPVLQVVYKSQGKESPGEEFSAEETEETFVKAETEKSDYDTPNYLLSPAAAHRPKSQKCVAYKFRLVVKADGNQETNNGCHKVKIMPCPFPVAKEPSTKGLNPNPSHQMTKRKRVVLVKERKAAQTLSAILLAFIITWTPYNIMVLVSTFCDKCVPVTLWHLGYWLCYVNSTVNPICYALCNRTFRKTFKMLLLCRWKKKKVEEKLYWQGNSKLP
# CRFBP-R2 agonist = agonists of CRF-BP/CRF-R2 complex, primary screen, cell-based, HEK293, calcium dye fluorescence, uHTS; CRF-binding protein / CRF receptor 2 complex (human); calcium dye fluorescence (FLIPR); percent of saturating CRF peptide response; activation, % at 13.2 µM; hit rate 0.46% among 350,000; AID 588473, 2011;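 active = activation of at least 50%, plus an integration ratio under a set limit after plate pattern correction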;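 also: plate controls were neutral control wells without compound for no effect and CRF at EC100 for full effect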
# CHRM4 antagonist = human M4 muscarinic receptor antagonists, primary screen, CHO cells, Fluo-8 calcium fluorescence; CHO-hM4 cells, ACh EC80; inhibition, % at 3 µM; AID 624125, 2012; Muscarinic acetylcholine receptor M4 (Homo sapiens), P08173; hit rate 0.73% among 360,000;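 active = inhibition above its plate's cutoff, the mean inhibition of sample wells plus 3 SD, cut at about 27% in these data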;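 also: 0% = acetylcholine EC80 with DMSO and 100% = DMSO without agonist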
# CHRM5 agonist = human M5 muscarinic receptor agonists, primary screen, CHO-K1 cells, Fluo-8 calcium fluorescence. activation, % at 3 µM. CHO-K1 hM5 cells; 0% DMSO wells, 100% maximal acetylcholine response. AID 624037, 2012. hit rate 0.19% among 360,000;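 active = activation above the run's mean over test compounds plus 3 SD, cut at about 23% in these data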;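 also: signal is peak over basal fluorescence ratio across the kinetic read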
# CHRM5 PAM = human M5 muscarinic receptor positive allosteric modulators, primary screen, CHO-K1 cells, Fluo-8 calcium fluorescence | CHO-K1 hM5, ACh EC20 PAM; 0% = ACh EC20, 100% = ACh EC100 | activation, % at 3 µM | hit rate 0.3% among 360,000 | Muscarinic acetylcholine receptor M5 (Homo sapiens), P08912;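 active = activation above the run cutoff, the mean activation of all test compounds plus 3 SD, cut at about 18% in these data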
#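 Measured by: Fluo-8 calcium fluorescence; material: human M5 receptor in CHO-K1 cells; schedule: Post-acetylcholine fluorescence recording 140 s; benchmarks: low control EC20 acetylcholine (0%), high control EC100 acetylcholine (100%); read-out: Max/basal fluorescence ratio as % of EC20–EC100 ACh window; compound: single dose, 3 µM nominal final test concentration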
# * marks the source's active call; other numbers are inactive results; . = no result given.
cpd	SMILES	CHRM4 PAM	IDE cell inh	CRFR2-BP antag	M4 ag	M5 antag	CRFBP-R2 agonist	CHRM4 antagonist	CHRM5 agonist	CHRM5 PAM
1	c1ccc(N(c2ccccc2)c2nc(-n3ccnc3)nc(-n3ccnc3)n2)cc1	-6	11	-35	13	22	1.3	14	-3	-15
2	CC1=C([N+](=O)[O-])C(c2ccccc2)NC(=O)N1 (configuration not stated)	3	4	4	1	-11	-0.1	-4	-1	16
3	O=C(c1ccc([N+](=O)[O-])s1)N1CCCc2ccccc21	-11	3	18	0	4	-1.8	21	-8	-4
4	COc1ccc(Nc2nnc(C)c(=O)[nH]2)cc1	-4	-4	10	-1	6	0.7	4	0	2
5	CC1(C(=O)NS(=O)(=O)c2ccc(Cl)cc2)CCN1C(=O)Cc1ccsc1 (configuration not stated)	6	.	.	0	-4	.	-8	1	-2
6	O=[N+]([O-])c1ccccc1S(=O)(=O)n1nnc2ccccc21	0	1	10	0	-1	1.4	6	-2	3
7	COc1ccc2cc(C3CC(c4cccs4)=NN3S(C)(=O)=O)c(Cl)nc2c1 (configuration not stated)	0	2	-6	4	-2	2.7	-14	-1	-3
8	C[C@H](O)[C@@H]1C(=O)N2CCc3ccc(-c4cccc(F)c4)cc3[C@@H]2C[C@@H]1N(C)S(=O)(=O)c1ccccc1	-6	.	-1	7	12	0.6	-1	0	-8
9	Cc1ccc(S(=O)(=O)N2C[C@H]3C(=O)C[C@@H](c4ccccc4F)N(S(=O)(=O)c4ccc(C)cc4)[C@H]3C[C@H]2c2cccc3ccccc23)cc1	-7	.	-6	0	8	2.5	17	1	-8
10	COC(=O)c1c(NC(=O)c2cccc(S(=O)(=O)N3CCN(C)CC3)c2)sc(C)c1C	3	0	-2	3	1	0.8	6	-3	4
11	CN(C)S(=O)(=O)c1ccc(C(=O)Nc2nc(-c3cc4ccccc4o3)cs2)cc1	-2	4	-15	6	13	12	4	1	-7
12	NS(=O)(=O)c1ccc(NC(=O)c2ccccc2C(=O)N2CCCCC2)cc1	12	-1	-8	0	-7	1.2	13	-2	4
13	CC(C)n1ncc2c(C(=O)N3CCN(Cc4cccs4)CC3)cc(C3CC3)nc21	4	.	-3	2	8	-0.2	-4	-2	-1
14	CC(CO)(CO)NCc1ccc(-c2ccccc2)cc1	-2	-4	1	2	-1	-1.1	-16	1	4
15	COc1cccc(C(=O)N2CCC[C@H]2C(=O)N2CCC[C@H]2C(=O)N(C)Cc2ccccc2)c1	1	.	.	1	2	.	0	2	3
16	CCOC(=O)C1=C(COC(=O)C2(C)CC2(Cl)Cl)NC(=O)NC1c1ccc(OC)cc1 (configuration not stated)	-1	2	-21	2	3	-0.1	3	3	2
17	CCOC(=O)c1ccc(-c2ccc3oc(-c4ccsc4)cc(=O)c3c2)cc1F	0	-3	-5	1	4	0.4	1	-1	6
18	c1ccc(NC2=NCCN2CCCC2CCCCC2)cc1	-12	1	-16	3	7	11	6	-10	-10
19	O=C1c2ccccc2C(O)(c2ccccc2)N1C1CC1 (configuration not stated)	-2	8	8	0	5	-0.4	0	-6	2
20	COc1cccc(-c2sc3ccc(OC)cc3c2C#CCC(C)O)c1 (configuration not stated)	5	0	-9	-1	5	1.2	-12	-5	12
21	CCN1C(=O)[C@H]2[C@H]3CN=C(SCc4ccc(Cl)cc4)N3[C@@](C)(C(=O)OC)[C@H]2C1=O	4	.	17	0	-2	-1.2	0	0	1
22	COc1ccc(NS(=O)(=O)c2ccc(Br)s2)cc1OC	-4	5	5	18	8	-1.4	-2	10	-15
23	COC(=O)C(C)n1nc(C)n(-c2ccc(C)cc2)c1=O (configuration not stated)	-1	-5	11	0	-1	-1.2	17	1	5
24	CC(CC(=O)N1CCN(c2ccccc2)CC1)c1ccccc1 (configuration not stated)	-1	3	-11	1	-3	-1.8	-6	0	-3
25	c1ccc(C2=NN(c3ccccc3)CC2)cc1	-4	-2	0	-1	-4	-1.1	7	1	5
26	CC1=CC(C)(C)Nc2ccc(OC(=O)C(Cc3ccccc3)N3C(=O)C4CCCCC4C3=O)cc21 (configuration not stated)	-1	-6	-5	-1	-10	1.4	0	-3	7
27	COC(=O)CCCC[C@@H]1O[C@H](CCc2ccccc2)Cc2[nH][nH]c(=O)c21	-2	.	.	1	-2	.	3	2	-3
28	CC1CCC(C(C)C)C(OC(=O)COC(=O)c2cccn2C)C1 (configuration not stated)	-4	4	-6	-1	-1	1.2	3	-4	-8
29	CCOC(=O)C1=C(O)/C(=C/c2cc(OC)c(OC)c(OC)c2)N=C1C	7	2	-8	0	2	2.0	2	3	-5
30	COCCn1c(SC2CCCCC2=O)nnc1-c1ccncc1 (configuration not stated)	1	-1	4	1	4	-0.7	4	-1	-3
31	COc1ccccc1OCC(=O)NCCCN1CCOCC1	-2	4	-2	1	0	0.4	10	-1	3
32	CCOc1ccc(OCC(=O)Nc2ccc(N3CCCCC3)cc2)cc1	0	5	-7	1	9	-2.1	-1	-2	1
33	CCOC(=O)CNC(=O)CSc1nnc(-c2ccco2)n1Cc1ccco1	-7	-2	20	0	-5	-0.4	13	0	-1
34	CCOC(=O)N1CCC(NS(=O)(=O)c2cc3c(cc2Cl)NC(=O)CO3)CC1	-11	5	-12	0	1	-0.9	-4	-3	-5
35	CCOC(=O)N1CCN(C(=O)c2ccc3c(=O)n(CCc4ccccc4)c(=S)[nH]c3c2)CC1	-2	7	6	1	-9	0.3	1	-3	-2
36	COc1ccc(S(=O)(=O)Nc2cccc3c2O[C@H](CN(C)CC2CC2)[C@@H](C)CN([C@H](C)CO)C3=O)cc1	-1	6	2	-1	16	-0.8	0	0	-5
37	O=C(Nc1nnc(SCC(=O)N2CCCCC2)s1)c1ccccc1F	-4	-4	-16	0	2	0.6	4	4	1
38	CCOc1ccc(CNC(=O)Cn2nc(C)c3c(C)n(-c4ccc(C)cc4)nc3c2=O)cc1	-1	1	16	0	13	0.4	1	-4	-3
39	COCCNc1ncnc2c1ncn2[C@H]1CN(CCOC)C[C@@H](CO)O1	3	.	.	1	10	.	-6	1	-2
40	O=C(Nc1sc2c(c1C(=O)NC1CCCCC1)CCC2)c1ccco1	-6	.	-9	0	1	-0.5	-3	0	4
41	O=C(CSc1ncnc2nc[nH]c12)N1CCN(c2ccccc2)CC1	13	5	25	2	12	-0.8	-4	-1	-7
42	CCc1cc2cccc(C)c2nc1SCC(=O)c1ccc(NC(C)=O)cc1	18	-2	-13	0	-5	0.8	-13	-3	4
43	O=C(NCc1ccccn1)C(=O)NCc1ccccn1	1	1	4	1	-20	1.1	-12	0	11
44	O=C(CN1CC(=O)Oc2ccccc21)OCC(=O)c1cccc(Br)c1	6	3	2	0	-7	0.8	2	-1	3
45	O=C(NC(Cc1ccccc1)C(=O)O)/C(=C/c1ccc(F)cc1)NC(=O)c1ccccc1 (configuration not stated)	-4	5	-2	0	-10	-0.3	-1	-1	3
46	COc1ccc(Cl)cc1CNC[C@H]1O[C@@H](n2ccc(N)nc2=O)[C@H](O)[C@@H]1O	-3	.	-9	2	-1	-1.4	-1	1	-1
47	CCOc1ccc(N(CC(=O)NC2CCCCCC2)S(=O)(=O)c2c(C)[nH]c(=O)[nH]c2=O)cc1	6	3	-2	0	2	-0.3	-12	1	-1
48	CCCC1C(=O)N2C(N(C)C)=Nc3ccc(C)cc3N2C1=O (configuration not stated)	2	2	-13	7	2	-0.3	-9	2	-1
49	COc1ccc(N(CC(O)Cn2c(C)nc3ccccc32)S(=O)(=O)c2ccccc2)cc1 (configuration not stated)	-6	-3	4	5	1	-4.5	24	-3	-5
50	O=c1[nH][nH]c(-c2ccccc2)c1C=Nc1ccc(OC(F)(F)F)cc1	3	-2	-5	1	-1	-0.3	-6	-2	0

# (more compounds)
cpd	SMILES	CHRM4 PAM	IDE cell inh	CRFR2-BP antag	M4 ag	M5 antag	CRFBP-R2 agonist	CHRM4 antagonist	CHRM5 agonist	CHRM5 PAM
51	CC(=O)Nc1ccc(O)cc1[N+](=O)[O-]	2	6	8	1	-7	1.2	1	-1	-1
52	COc1cc(/C=C/CNC[C@H]2O[C@@H](n3cnc4c(N)ncnc43)[C@H](O)[C@@H]2O)ccc1O	2	.	.	1	1	.	-4	1	-2
53	O=C(NCCc1ccccc1)[C@@H]1CC=C[C@@H]2CCN(Cc3ccc(Cl)c(Cl)c3)C(=O)[C@@H]21	-1	-2	4	3	14	2.3	3	6	2
54	O=C(CSc1nnc(-c2ccccc2Br)o1)N1CCc2ccccc2C1	1	-2	23	9	-8	-2.5	-12	-3	-4
55	CCCCCN(C(=O)COC(=O)CSc1ccc([N+](=O)[O-])cc1)c1c(N)n(CCCC)c(=O)[nH]c1=O	1	5	-10	0	7	2.2	5	1	-2
56	Cc1cc(C)n(CC(=O)NC2CCCCC2C)c(=O)c1C#N (configuration not stated)	-4	6	-21	0	8	-0.1	-3	1	-5
57	CC(=O)NC(CC(=O)O)C(=O)O (configuration not stated)	5	-4	-22	0	3	-0.6	-3	-1	-3
58	CN(/N=C/c1ccccc1Cl)c1ncc(Cl)cc1C(F)(F)F	-6	0	0	0	0	4.0	0	0	-2
59	CCc1cccc2c(N=O)c(O)[nH]c12	3	0	3	1	-3	-1.1	-7	1	3
60	O=C(Nc1ccc2c(c1)CCCN2C(=O)c1cccs1)c1c(F)cccc1F	5	4	20	6	-9	0.4	0	-2	13
61	CN(CC(=O)Nc1cccc(Cl)c1)S(=O)(=O)c1ccc2[nH]c(=O)oc2c1	-6	3	-6	12	0	-1.4	8	1	-4
62	CC(CNC(=O)Cn1cnc2c(OCc3ccccc3)ncnc21)c1ccccc1 (configuration not stated)	4	-2	1	3	-2	-4.4	-7	1	-3
63	N#Cc1ccccc1OCC(=O)N(C1CCCCC1)C1CCS(=O)(=O)C1 (configuration not stated)	2	4	6	1	-3	-0.1	-7	3	6
64	CCOC(=O)c1cc2sccc2n1CC(=O)N1CCCC1	14	1	7	1	-4	-0.9	0	3	3
65	Nc1ncnc2c1ncn2[C@@H]1O[C@H](CNC(=O)OC[C@@H](N)Cc2ccccc2)[C@@H](O)[C@H]1O	5	.	.	1	3	.	-3	1	-5
66	CCC1CN(C(=O)NCc2ccc(C)cc2)c2cc(C)ccc2O1 (configuration not stated)	-6	.	16	-2	1	-6.1	0	-9	2
67	CC1CN(C(=O)COc2ccc3c(-c4ccccc4)cc(=O)oc3c2)CC(C)O1 (configuration not stated)	-1	-1	-14	2	8	-0.3	10	0	-8
68	O=C(O)CCSc1nnc(COc2cccc3ccccc23)n1-c1cccc(Cl)c1	14	4	6	1	-5	-0.8	0	-6	-3
69	COc1cc(C2NC(=O)CCC2[N+](=O)[O-])c(OC)cc1Br (configuration not stated)	1	7	6	2	2	3.5	1	-2	0
